# Growth percent in the NCI-60 one-dose screen (48 h, 10 µM unless noted): 100 = growth as untreated, 0 = no growth, -100 = all killed.
# MDA-MB-435 = MDA-MB-435 melanoma; 82,000 compounds, 7.8% hits
# MDA-MB-231 = MDA-MB-231 breast cancer. 81,000 compounds, 5% hits
# MOLT-4 = MOLT-4 leukemia cells. 80,000 compounds, 6.9% hits. AID 1794779
# CCRF-CEM = CCRF-CEM leukemia; 77,000 compounds, 7% hits; AID 1794778
# SR = SR leukemia cells. 73,000 compounds, 8.7% hits. AID 1794780
# RPMI-8226 = RPMI-8226 leukemia cells; 77,000 compounds, 7.5% hits
# K-562 = K-562 leukemia. 78,000 compounds, 7.4% hits
# MDA-MB-468 = MDA-MB-468 breast cancer | 78,000 compounds, 8.5% hits | AID 2202374
# * marks the source's active call; other numbers are inactive results; / = no result given; & = joins results of further samples; ! = not active in a repeat. Rule for the calls: active = growth percent below 10; inactive = the rest.
# Values run as follows: MDA-MB-435	MDA-MB-231	MOLT-4	CCRF-CEM	SR	RPMI-8226	K-562	MDA-MB-468
CCCCOc1ccc(SCCCN2CCOCC2)cc1
  115.0	97.3	83.3	85.3	92.7	/	89.0	104.1
O=C(CN1C(=O)CN(/N=C/c2ccc([N+](=O)[O-])o2)C1=O)c1ccc(Cl)cc1
  104.6	92.0	101.5	96.7	100.5	95.0	99.5	90.5
CCc1ccc(Nc2ncnc3c2cnn3-c2cccc(Br)c2)cc1
  98.0	103.2	100.6	130.7	107.9	116.8	105.6	91.0
COc1cc2nc(-c3ccsc3)cc(OCCCN3CCC(O)CC3)c2cc1OC
  90.1	64.5	35.2	60.8	41.9	81.9	76.7	99.8
O=S(=O)(NCCNc1nccc(-c2c(-c3ccc(O)cc3)nc3sccn23)n1)c1cccc2ccccc12
  105.6	110.4	87.6	97.8	/	92.5	91.4	94.6
ClCc1c(Cl)c(Cl)c(Cl)c(CCl)c1Cl
  52.2	47.8	13.3	3.2*	4.1*	18.4	-20.8*	-74.0*
Cc1cc(C)c(CC(=O)c2ccccc2)c(C)c1
  97.8	114.5	110.4	93.4	104.8	92.8	101.2	111.8
NC(=O)SCC(=O)Nc1ccc(S(=O)(=O)Nc2ccccn2)cc1
  112.0	102.0	108.1	100.4	111.2	108.5	97.8	/
N#C/C(=C\c1ccc(-c2ccc(F)cc2)o1)c1ccccc1
  102.0	73.1	92.3	97.0	86.3	90.2	93.9	90.5
O=C(CSc1nc2ccccc2[nH]1)c1cc2cc(Br)ccc2o1
  100.3	92.1	129.3	100.2	106.8	104.8	100.3	110.9

# Reprinted from the part before: four compounds, followed by the next part.
# Values run as follows: MDA-MB-435	MDA-MB-231	MOLT-4	CCRF-CEM	SR	RPMI-8226	K-562	MDA-MB-468
Cc1cc(C)c(CC(=O)c2ccccc2)c(C)c1
  97.8	114.5	110.4	93.4	104.8	92.8	101.2	111.8
NC(=O)SCC(=O)Nc1ccc(S(=O)(=O)Nc2ccccn2)cc1
  112.0	102.0	108.1	100.4	111.2	108.5	97.8	/
N#C/C(=C\c1ccc(-c2ccc(F)cc2)o1)c1ccccc1
  102.0	73.1	92.3	97.0	86.3	90.2	93.9	90.5
O=C(CSc1nc2ccccc2[nH]1)c1cc2cc(Br)ccc2o1
  100.3	92.1	129.3	100.2	106.8	104.8	100.3	110.9
O=c1[nH][n+](-c2no[n+]([O-])c2-c2ccc(F)cc2)no1
  99.3	96.3	94.9	95.9	91.4	/	91.0	106.7
COc1ccc(-c2c3c(nn2-c2ccc(N)cc2)CCc2cnoc2-3)cc1
  87.5	81.2	72.5	62.8	/	72.4	/	75.0
CN1CCN(c2ncnc3c2[nH]c2ccc(Cl)cc23)CC1
  96.3	96.9	93.7	95.8	83.7	84.0	86.9	105.4
Cc1cc(C)nc(NS(=O)(=O)c2ccc(NCn3cnc4ccccc43)cc2)n1
  109.4	103.8	99.7	104.9	70.4	83.0	105.5	96.6
C/C(=C(/C)C1CC1CCNS(=O)(=O)c1ccc(C)cc1)c1cc(C)cc(C)c1 (configuration not stated)
  101.7	94.0	95.0	84.5	90.4	82.8	97.2	83.0
N#Cc1c(F)cccc1N1CCSCC1
  102.1	/	55.8	93.5	/	95.8	88.4	83.9
NC(N)=N/N=C/C(=N/N=C(N)N)c1ccccc1
  98.7	87.0	105.2	90.5	109.9	101.8	/	98.0
Nc1ccc(C(=O)Oc2ccccc2)c(O)c1
  106.0	115.6&82.8	112.7	101.0&80.5	103.5	87.7	107.3&93.6	100.9&102.4
OC(c1ccccc1)C(O)C(c1ccccc1)N1CCCCC1 (configuration not stated)
  107.7	107.3	73.8	99.3	84.4	/	83.7	105.6
O/N=C\c1cc(-c2ccc(Br)cc2)on1
  105.5	95.0	102.9	104.9	92.8	103.4	139.1	87.4

# Only RPMI-8226 and K-562 (2 entries from above):
SMILES | RPMI-8226 | K-562
COc1ccc(-c2c3c(nn2-c2ccc(N)cc2)CCc2cnoc2-3)cc1 | 72.4 | /
CN1CCN(c2ncnc3c2[nH]c2ccc(Cl)cc23)CC1 | 84.0 | 86.9

# Full records from above.
# OC(c1ccccc1)C(O)C(c1ccccc1)N1CCCCC1 (configuration not stated) reads MDA-MB-435: 107.7; MDA-MB-231: 107.3; MOLT-4: 73.8; CCRF-CEM: 99.3; SR: 84.4; RPMI-8226: /; K-562: 83.7; MDA-MB-468: 105.6
# C/C(=C(/C)C1CC1CCNS(=O)(=O)c1ccc(C)cc1)c1cc(C)cc(C)c1 (configuration not stated) reads MDA-MB-435: 101.7; MDA-MB-231: 94.0; MOLT-4: 95.0; CCRF-CEM: 84.5; SR: 90.4; RPMI-8226: 82.8; K-562: 97.2; MDA-MB-468: 83.0
# NC(N)=N/N=C/C(=N/N=C(N)N)c1ccccc1 reads MDA-MB-435: 98.7; MDA-MB-231: 87.0; MOLT-4: 105.2; CCRF-CEM: 90.5; SR: 109.9; RPMI-8226: 101.8; K-562: /; MDA-MB-468: 98.0

# (cont.)
# Values run as follows: MDA-MB-435	MDA-MB-231	MOLT-4	CCRF-CEM	SR	RPMI-8226	K-562	MDA-MB-468
O=C(NCC1CCCCC1)NCC1CCCCC1
  103.4	97.1	98.1	/	89.5	92.3	96.6	97.2
O=C(Nc1cnc(C(F)(F)F)cn1)c1cc(Cl)ccc1O
  5.9*	-21.1*	1.2*	14.9	/	-21.7*	7.1*	-0.8*
CCOC(=O)c1cc2c(n1Cc1ccccc1)-c1oncc1CCC2
  -7.9*	74.4	72.0	66.4	14.1	64.4	24.1	60.2
COC(=O)c1ccc2c(c1)nc(-c1ccc(O)c(OC)c1)n2-c1cc(C(C)(C)C)[nH]n1
  /	97.7	81.2	93.1	/	72.8	90.6	103.6
CN(C)c1ccc(C2CC(c3ccccc3)=NN2/C=C2\SC(=O)NC2=O)cc1 (configuration not stated)
  83.1	93.3	59.7	113.0	50.8	87.7	100.5	100.1
Nc1ccccc1-c1nn2c(CCC(=O)c3nc4ccccc4[nH]3)nnc2s1
  88.9	63.3	69.6	66.8	/	78.1	/	65.4
Clc1ccc(CSc2ncc(Br)c(Cl)n2)cc1
  109.2	113.8	97.1	93.6	68.2	98.3	95.6	112.0
Cc1cc(C)n(C(=O)c2c(C)[nH]c(-c3nc4ccccc4[nH]3)c2C)n1
  97.6	89.9	97.4	100.7	99.6	/	76.7	98.4
O=C(COc1ccc(/C=C2\Oc3ccccc3C2=O)cc1)Nc1nc2ccccc2s1
  65.0	44.8	-48.8*	/	-71.9*	-56.8*	27.9	/
O=C(O)CCC(=O)c1ccc(F)cc1
  103.1	99.6	105.0	107.5	100.3	107.4	101.8	100.6

# For convenience, two of the compounds above.
# Values run as follows: MDA-MB-435	MDA-MB-231	MOLT-4	CCRF-CEM	SR	RPMI-8226	K-562	MDA-MB-468
O=C(NCC1CCCCC1)NCC1CCCCC1
  103.4	97.1	98.1	/	89.5	92.3	96.6	97.2
O=C(Nc1cnc(C(F)(F)F)cn1)c1cc(Cl)ccc1O
  5.9*	-21.1*	1.2*	14.9	/	-21.7*	7.1*	-0.8*

# Next part.
# Values run as follows: MDA-MB-435	MDA-MB-231	MOLT-4	CCRF-CEM	SR	RPMI-8226	K-562	MDA-MB-468
Nc1ccc(-c2cn3cc(Cl)sc3n2)cc1
  86.9	99.9	69.9	100.2	80.9	96.0	103.0	/
CC(=O)NS(=O)(=O)NC(C)=O
  100.8	118.1	104.5	97.4	103.0	97.2	114.9	118.4
N#Cc1c(N=Cc2ccc(Cl)cc2)n[nH]c1Nc1ccccc1
  110.9	98.2	/	104.8	/	128.9	/	107.2
COc1ccc(CNc2nc(N)c(N=O)c(=O)n2C)cc1OC
  94.2	104.1	99.9	106.2	/	/	94.8	106.7
Cn1cc(-c2nnc(-c3cn(C)c4ncccc34)s2)c2ccccc21
  9.2*	40.2	47.9	38.3	26.5	43.9	27.8	12.6
S=c1[nH]nc(-c2ccc3c(c2)OCO3)n1-c1cccnc1
  97.4	101.3	102.8	96.1	100.0	100.9	99.3	109.7
O=C1OCCOC(=O)N2CCN(CC2)C(=O)OCCOC(=O)N2CCN1CC2
  93.9	105.1	105.5	101.2	91.7	101.7	113.0	109.2
COc1ccc(N2CCN(CCCNS(=O)(=O)c3ccc(C)cc3)CC2)cc1
  103.6	96.8	97.5	100.4	100.0	111.8	100.5	101.2
COc1cc2c(cc1OC)N(CCO)C1=C(C(=O)OC1)C2c1cc(OC)c(OC)c(OC)c1 (configuration not stated)
  74.7	112.0	88.3	98.8	82.0	93.7	86.6	98.0
Cc1ccc(C(Cc2ccccc2)NC(CO)(CO)CO)cc1 (configuration not stated)
  93.1	100.6	94.3	91.5	/	90.7	101.8	92.0

# The list continues.
# Values run as follows: MDA-MB-435	MDA-MB-231	MOLT-4	CCRF-CEM	SR	RPMI-8226	K-562	MDA-MB-468
Cn1cc(-c2csc(-c3c[nH]c4ncccc34)n2)c2cc(Br)cnc21
  33.8	-1.2*	76.2	68.0	/	61.8	/	15.4
C/C=C/C=C1\C[C@H]2CO[C@H](O2)C1=O
  101.3	105.3	90.4	78.9	53.1	95.4	56.8	103.3
CCOC(=O)C1=C(c2ccccc2)N=C2SC=C(c3cccc([N+](=O)[O-])c3)N2C1c1ccc(O)cc1 (configuration not stated)
  100.8	93.2	110.8	98.1	109.1	98.0	112.1	93.7
COc1cc2ccccc2cc1C(=O)O
  102.6	105.8	105.5	111.9	98.5	113.0	104.0	121.9
COc1cc(-c2nc(-c3nnc(-c4ccc(C)cc4)o3)c3ccccn23)cc(OC)c1OC
  91.8	80.8	71.6	/	80.7	37.2	56.1	84.8
CCn1c(C)nc([N+](=O)[O-])c1Sc1nc(N)nc2nc[nH]c12
  25.3	42.3	14.3	11.8	16.6	3.4*	17.3	-11.2*
CN(C)c1ccc(C(=C2C=CC(=[N+](C)C)C=C2)c2ccccc2)cc1
  115.0	104.4	104.1	92.2	101.1	96.0	72.9	123.0
CCOC(=O)c1noc2c1CCc1c-2cn(Cc2ccc(OC)cc2)c1-c1cc(OC)c(OC)c(OC)c1
  -28.1*	-1.5*	18.5	15.0	17.8	24.7	7.6*	6.1*
O=[N+]([O-])c1ccccc1N(S(=O)(=O)c1ccccc1)S(=O)(=O)c1ccccc1
  98.1&100.3	96.5&111.6	-13.5*!	105.1&53.7	100.9&85.8	90.4&85.4	112.6&93.0	90.0&106.1
CC(=O)N1C=Cc2ccccc2C1C#N (configuration not stated)
  99.8	119.2	99.8	105.4	/	107.5	92.5	98.0

# Remaining list, next part
# Values run as follows: MDA-MB-435	MDA-MB-231	MOLT-4	CCRF-CEM	SR	RPMI-8226	K-562	MDA-MB-468
COc1ccc2c(C)c(-c3ccc(Cl)cc3)c(=O)oc2c1
  92.1	79.7	63.1	72.8	/	66.2	67.5	58.2
CCCCOC(=O)Cn1c(=O)c2nc3cc(-c4cccc([N+](=O)[O-])c4)oc3nc2n(C)c1=O
  102.0	96.5	100.7	108.0	107.5	105.3	103.2	69.7
COc1ccc(Cl)cc1-c1cn(-c2cc(OC)c(OC)c(OC)c2)c(=O)[nH]1
  103.9	89.2	79.2	71.4	91.9	77.4	97.0	/
COc1ccc(/C(=C/c2cc(OC)c(OC)c(OC)c2)c2nn[nH]n2)cc1OC
  102.4	98.6	/	101.1	98.0	99.0	95.4	104.9
C=C(C)[C@@H]1CC[C@]2(COP(=O)(OCC)OCC)CC[C@]3(C)[C@H](CC[C@@H]4[C@@](C)(CCCN)[C@H](C(=C)C)CC[C@]43C)[C@@H]12
  14.3	21.9	/	2.3*	/	-34.4*	/	5.7*
COc1cc(C2CC(c3ccc(Nc4nc(NCCO)nc(N5CCOCC5)n4)cc3)=NN2c2cc(Cl)cc(Cl)c2)cc(OC)c1OC (configuration not stated)
  49.6	49.2	33.2	48.0	23.2	33.4	21.9	64.0
N#Cc1c(-c2ccc(Cl)cc2)nc2c(-c3ccccc3)c(Nc3ccccc3)nn2c1N
  58.7	26.0	61.0	67.9	36.9	54.1	67.3	53.4
COc1ccc(N=Nc2c(N)nn3cc(-c4nc5ccccc5s4)c(N)nc23)cc1
  99.4	99.4	101.0	91.6	76.2	98.7	105.1	86.9
Cc1cc(C)c(S(=O)(=O)O)c(C)c1Nc1ccc(Nc2c(C)cc(C)c(S(=O)(=O)O)c2C)c2c1C(=O)c1ccccc1C2=O
  110.6	105.9	93.5	104.9	/	102.2	49.9	83.4
COc1ccc(-c2nc(SCC(C)C)nc(N/N=C(/C)c3ccc(N)cc3)c2C#N)cc1
  84.9	69.9	86.2	99.7	116.3	93.8	88.1	95.1
C/C(O)=C1\C(=O)OC(C2=C(c3cccs3)NC(=S)NC2C)=CC1c1ccc(C)o1 (configuration not stated)
  115.3	93.3	60.0	86.1	84.8	94.8	72.8	88.5
CCO/C=N/C1=C(C#N)C(c2ccc(OC)cc2)c2c(c3ccccc3[nH]c2=O)O1 (configuration not stated)
  104.9	94.2	99.7	102.8	91.9	107.8	97.5	94.5

# Screening results from PubChem BioAssay.

# This is a random part of the collection. Share with any hit: about 16%.
